# hcGAS lum: blocks human cGAS activity | 290,000 compounds, 0.081% hits | Q8N884 | recombinant h-cGAS, ATP depletion, Kinase-Glo luminescence | inhibition, % at 12.5 µM;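 also: 0% = vehicle reaction and 100% = reaction without DNA for no activity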
# Target sequence (Q8N884 whole entry, looked up): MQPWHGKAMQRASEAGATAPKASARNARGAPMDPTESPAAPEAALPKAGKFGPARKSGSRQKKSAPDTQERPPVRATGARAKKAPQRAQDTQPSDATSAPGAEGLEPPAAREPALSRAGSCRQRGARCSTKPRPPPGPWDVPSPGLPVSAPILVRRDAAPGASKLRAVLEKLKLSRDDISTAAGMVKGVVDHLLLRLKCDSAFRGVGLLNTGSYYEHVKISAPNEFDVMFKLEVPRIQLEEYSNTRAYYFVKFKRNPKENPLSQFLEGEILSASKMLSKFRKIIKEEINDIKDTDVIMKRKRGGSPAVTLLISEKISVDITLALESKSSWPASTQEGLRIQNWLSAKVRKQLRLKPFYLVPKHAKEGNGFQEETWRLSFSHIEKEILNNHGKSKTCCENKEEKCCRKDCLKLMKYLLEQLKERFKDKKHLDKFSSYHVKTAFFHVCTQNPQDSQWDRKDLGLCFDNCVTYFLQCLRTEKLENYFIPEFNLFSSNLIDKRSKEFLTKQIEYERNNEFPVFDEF
# mcGAS inh: inhibitors of mouse cGAS; Q8C6L5; recombinant cGAS, Kinase-Glo ATP depletion luminescence; inhibition, % at 12.5 µM; 160,000 compounds, 0.15% hits; AID 1259399;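 also: 0% = negative control wells and 100% = reference inhibitor with no enzyme activity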
# NPYLR7 agonist: mosquito NPYLR7 agonism | HEK293T NPYLR7/Galpha15, GCaMP6s calcium fluorescence | activation, % at 10 µM | 270,000 compounds, 0.15% hits; in the data active = activation above about 40%;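 also: 0% = vehicle and 100% = reference agonist at the receptor; some compounds past the cut are filed as inactive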
# Active calls of the source: *; / = no result given; & = joins results of further samples. Rule as the data show it, unless noted: active = inhibition above about 40%; inactive = the rest. Rows were taken by chance. About 0.29% of those tested had a hit in this group.
SMILES,hcGAS lum,mcGAS inh,NPYLR7 agonist
CCc1cccc2c(C(CC(=O)NCc3ccc(F)cc3)c3ccccc3OC)c[nH]c12 (stereo unspecified),-10,-5,5
CC(=O)N1CCC2(CC1)OC(=O)C(C)=C2C(=O)NCCN1CCCCC1C (stereo unspecified),-5,/,-4
NC1=NC(c2cccs2)n2c(nc3ccccc32)N1 (stereo unspecified),2,/,-5
O=C(NCc1ccc(F)cc1)c1csc(CSc2nnc(-c3ccncc3)n2-c2ccccc2Cl)n1,-6,-6,-3
COCCCC1CCN(Cc2cn[nH]c2-c2cccc3ccccc23)CC1,-3,-4,-1
C=CC[C@@H]1CC=C[C@@H](c2ccccc2)N1CC1CCOCC1,-8&-10,/,-2&12
CCCCCn1c(CN(Cc2ccccc2)Cc2ccccc2)nc2c1c(=O)[nH]c(=O)n2C,-6,/,1
Cc1ccc(C(C)C)c(OCCOc2ccc(/C=N\n3cnnc3)cc2)c1,-2,-7,-3
CCOC(=O)CN(C(=O)c1cc(C)nn1C)[C@@H]1C[C@@H]2CO[C@H](C(C)C)C[C@@H]2C1,-2,-8,23
Cc1cc(OC(=O)CCC2CCCC2)c([N+](=O)[O-])c(=O)[nH]1,-2,-6,0
Cc1cnccc1N1CCCN(C(=O)CCc2n[nH]c3c2CCCC3)CC1,-4,-8,-8
Cc1cc(N2CCCC2)ccc1NC(=O)c1cccc(NC(=O)OC(C)(C)C)c1,5,/,16
CC1CCN(Cc2nc(N)nc(Nc3ccc(F)cc3)n2)CC1,-9,/,4
Cc1c(CN2CCCC(O)(CO)CC2)[nH]c2ccc(F)cc12 (stereo unspecified),-5,/,4
CS(=O)(=O)c1cccc(C(=O)NCc2ccco2)c1,-6,/,3
COc1ccc(-c2c(C)oc3c4c(ccc3c2=O)OCN(CCc2cccs2)C4)cc1OC,-1,-1,-1
CCN(CC)S(=O)(=O)CC(=O)NCC1Cc2ccccc21 (stereo unspecified),-14,/,10
Cc1csc(C(C#N)C(=O)CSc2nnc(C3CC3)n2C2CC2)n1 (stereo unspecified),0,0,4
CCCCCCc1nc(C(N)=O)c2[nH]c(=O)n(-c3ccccc3F)c2n1,-3,/,17
CCOc1cc(C(=O)N2CCC3CCCCC3C2)cc(Br)c1OC (stereo unspecified),-6,/,-4
CN(Cc1n[nH]c2c1CCCCC2)C(=O)CC1COCCN1 (stereo unspecified),-2,/,-4
CC(=O)c1ccc(N2CCN(C(=O)CSc3cc(F)ccc3F)CC2)cc1,-4,-6,-3
Cc1onc(-c2ccccc2Cl)c1C(=O)Nc1nn[nH]n1,-3,/,5
Cc1cc(CN2C[C@@H](C(=O)O)C[C@@H](C(=O)NCc3ccccn3)C2)oc1C,6,/,0
O=C(CSc1nc2ccccc2o1)c1ccc(O)c(O)c1,-8,/,9
O=C(CCn1cccc1)N1CC[C@@H](c2ccc3ccccc3c2)[C@H](O)C1,-4,/,-4
CCC(C)N(Cc1ccc(OS(=O)(=O)c2cccc(C(F)(F)F)c2)cc1)C(=O)Nc1ccc(OC)cc1OC (stereo unspecified),-9,-6,10
O[C@H]1C[C@@H]2CN(Cc3cccc4c3oc3ccccc34)C[C@@H]2C[C@@H]1O,-1,/,0
COc1ccc(CN(C(=O)CC(C)(C)C)C2CC2)cc1OCc1nc(CO)cs1,-3,-5,16
COC(=O)c1c(O)nc2c(C)cccn2c1=O,-8,/,3

# Looked up by compound from the entries so far:
SMILES,hcGAS lum,mcGAS inh,NPYLR7 agonist
COc1ccc(-c2c(C)oc3c4c(ccc3c2=O)OCN(CCc2cccs2)C4)cc1OC,-1,-1,-1
CCCCCCc1nc(C(N)=O)c2[nH]c(=O)n(-c3ccccc3F)c2n1,-3,/,17
COc1ccc(CN(C(=O)CC(C)(C)C)C2CC2)cc1OCc1nc(CO)cs1,-3,-5,16
O[C@H]1C[C@@H]2CN(Cc3cccc4c3oc3ccccc34)C[C@@H]2C[C@@H]1O,-1,/,0

# (more compounds)
SMILES,hcGAS lum,mcGAS inh,NPYLR7 agonist
CCOC(=O)N1CCN(C(=O)CC(c2ccc(C(C)(C)C)cc2)c2c[nH]c3ccccc23)CC1 (stereo unspecified),-3,-4,9
Nc1nc(-c2ccccn2)nn1C(=O)CN1CCS(=O)(=O)CC1,-7,-14,17
COc1ccc(NC(=O)CN(C)C(=O)c2cc(C)oc2C)cc1,-11,-8,7
CC1CCCCN1CCCNC(=O)c1cc2n(n1)CCN(Cc1ccc(Cl)cc1)C2=O (stereo unspecified),-4,-8,17
Nc1ccc(-c2cn3ccsc3n2)cc1,-1,/,2
COc1cccc(C2=NN(C(C)=O)C(C(=O)N(CC(C)C)CC(C)C)O2)c1 (stereo unspecified),-5,/,7
COc1ccc(N2CC(c3nc4ccccc4n3Cc3ccc(F)cc3)CC2=O)cc1 (stereo unspecified),-5,-2,1
CN1C(=O)N(Cc2ccccc2)C2(CCN(Cc3cccc(C(F)(F)F)c3)CC2)C1=O,-9,-8,17
Cc1nc2ccccn2c1C(=O)OCc1cc(-c2ccc3c(c2)OCO3)on1,-4,/,-2
O=c1c(Cl)cc(C(F)(F)F)cn1Cc1coc(-c2cccs2)n1,-10,-5,-2
COc1cccc(CN(CC(O)Cc2ccccc2)CC2CC(c3ccccc3F)=NO2)c1 (stereo unspecified),-6,-6,0
CN(C)S(=O)(=O)c1ccc2c(c1)nc(CCC(=O)N1CCC(CCc3ccc(O)cc3)CC1)n2C,-3,-4,3
CSc1ccc(NC(=O)N2CCC3(CC2)SCCN3C(=O)c2cccc(C)c2)cc1,-13,-5,/
Cc1cc(C)cc(C(=O)N(C)[C@H](Cc2ccc(-c3ccccc3)cc2)C(=O)N[C@@H](Cc2c[nH]c3ccccc23)C(=O)O)c1,-2,/,-12
C=CCc1cccc2cc(C(=O)N3CCN(Cc4ccccc4)CC3)c(=O)oc12,-7,-8,12
CS(=O)(=O)c1ccc(-c2cnc3c(NC=O)cc(-c4ccsc4)cn23)cc1,-3,-1,-7
CC1(C(=O)NS(=O)(=O)c2ccc(Cl)s2)CCN1C(=O)CCc1cccs1 (stereo unspecified),6,/,2
Cc1nc(NCC2(N3CCOCC3)CCCCC2)c2c(C)noc2n1,-11,-4,/
COc1ccc(-c2noc(-c3c(SC)nn(CC(=O)Nc4ccccc4)c3N)n2)cc1,-3,-5,1
CC(C)NC(=O)/C=C/c1cn(-c2ccccc2)nc1-c1cccs1,-3,-11,-9
COC(=O)c1ccc(C(=O)N2CCC(n3c(=O)oc4ccc(F)cc43)CC2)cc1,-3,-7,16
COc1ccccc1Cc1nc2c(c(N3CCOCC3)n1)CN(C(=O)Nc1cccc(Br)c1)CC2,-5,-4,-4
COC(=O)COc1ccccc1CN1CCN2CCNC(=O)C2C1 (stereo unspecified),-1,-16,/
CCC(=O)N1CCC1(C)C(=O)Nc1nccs1 (stereo unspecified),-17,-8,4
O=C(NCC(c1ccncc1)N1CCOCC1)c1cn(Cc2ccc(F)cc2Cl)nn1 (stereo unspecified),-7,/,7
C=Cn1cc(CN2CCC(CNC(=O)NC(C)(C)C)CC2)cn1,-7,-9,/
Cc1ccc(S(=O)(=O)CCC(=O)N(CCCN2CCOCC2)c2nc3ccccc3s2)cc1,-4,-5,4
O=C1/C(=C/c2ccc([N+](=O)[O-])cc2)C=C(c2ccccc2)N1c1ccc2ccccc2c1,1,3,0
CCN1CCCC1CNC(=S)NC1CCOc2c(Cl)cccc21 (stereo unspecified),-7,-13,8
CC(C(=O)NN)n1ccnc1 (stereo unspecified),-5,-7,-8

# Grouped by structure: the entries above with a nitro group on carbon (2)
SMILES,hcGAS lum,mcGAS inh,NPYLR7 agonist
Cc1cc(OC(=O)CCC2CCCC2)c([N+](=O)[O-])c(=O)[nH]1,-2,-6,0
O=C1/C(=C/c2ccc([N+](=O)[O-])cc2)C=C(c2ccccc2)N1c1ccc2ccccc2c1,1,3,0

# (continued)
SMILES,hcGAS lum,mcGAS inh,NPYLR7 agonist
CC(C)(C)c1cc2nc(-c3ccccc3Cl)cc(C(=O)N3CCC(C(N)=O)CC3)n2n1,-6,-6,12
COCC(=O)N1CCN(c2nc(-c3ccccc3)nc(C)c2Cc2c(F)cccc2Cl)CC1,-3,-7,-1
Oc1ccc(N=Nc2ccc3c(c2)OCO3)c2ccccc12,-6&4,/,-4
CCCSc1nnc2nc(C)cc(C)n12,-8,/,-1
O=C(CC1OC(=O)c2ccccc21)NCc1nnc2ccccn12 (stereo unspecified),2,/,2
FC(F)(F)c1cccc(SCc2csc(-c3ccc(Cl)cc3)n2)c1,-3,-4,27
c1cnc2c(-c3ccc4[nH]ncc4c3)cccc2c1,-3,/,-3
CC(C)C1=NOC(C(=O)N2CCCn3nc(C(=O)N4CCCC4)cc3C2)C1 (stereo unspecified),-2,-20,5
Cc1ccc(C(C)NC(=O)N2CCN(Cc3cccs3)CC2)o1 (stereo unspecified),-7,/,5
O=C(c1ccc(-c2ccc(-c3ccn[nH]3)cc2)o1)N1CCCC1,-6,-19,3
CC(=O)N1CCC(NS(=O)(=O)/C=C/c2ccccc2)CC1,-3,-4,7
O=S(=O)(NCCN1CCOCC1)c1ccc(F)cc1,2,0,4
CCC(=O)Nc1ccc(-c2cccc(NC(C)=O)c2)c(C)n1,-1,/,4
CCOC(=O)[C@@H]1[C@@H](OC(N)=O)C(=O)N(C(C)C)C12CCN(S(=O)(=O)c1ccccc1)CC2,-2,-6,26
COc1cc(OC)cc(C(=O)NCC2CCCN(Cc3ccc(SC)cc3)C2)c1 (stereo unspecified),-7&-11,-14,19

# Next section, starting with the last 4 of the part before.
SMILES,hcGAS lum,mcGAS inh,NPYLR7 agonist
O=S(=O)(NCCN1CCOCC1)c1ccc(F)cc1,2,0,4
CCC(=O)Nc1ccc(-c2cccc(NC(C)=O)c2)c(C)n1,-1,/,4
CCOC(=O)[C@@H]1[C@@H](OC(N)=O)C(=O)N(C(C)C)C12CCN(S(=O)(=O)c1ccccc1)CC2,-2,-6,26
COc1cc(OC)cc(C(=O)NCC2CCCN(Cc3ccc(SC)cc3)C2)c1 (stereo unspecified),-7&-11,-14,19
CC1(C)Cc2c(sc3nc(NCc4ccccc4)n4c(=S)[nH]nc4c23)CO1,-4,-7,2
CCN(CC)S(=O)(=O)c1ccc(Cl)c(Cl)c1,-5,-4,16
Cc1nn(C)c2ncc(C(=O)NCCn3cnnc3C(C)C)cc12,1,3,-2
Cc1cc(C2=[N+]([O-])C(C)(C)C(c3ccc(Cl)c(C)c3)=[N+]([O-])C2(C)C)ccc1Cl,-4,/,4
C/C=C/c1cc(C(=O)N2CCN(CCO)CC2)cc(OC)c1OC,-5,/,3
c1ccc(CNc2nc(NCc3ccccc3)c3ccccc3n2)cc1,-5,-12,9
Cc1nccn1CCN(C)C(=O)c1ccccc1C1CCNC1 (stereo unspecified),-3,/,-3
S=C(NN=Cc1ccc2c(c1)OCCO2)NN=Cc1ccc2c(c1)OCCO2,-7,/,0
CC(C)C(C(=O)Nc1ccc(C#N)cc1)c1ccc(Cl)cc1 (stereo unspecified),-10,/,-5
Cc1ccc2oc(-c3cccc(NC(=O)c4cccc(F)c4)c3)nc2c1,-3,-5,-2
CC(=O)NC1CCCN(CC(C)N2CCCC(NC(C)=O)C2)C1 (stereo unspecified),-8,/,8
O=C(CC1CC2CCC1C2)Nc1cc2c(cc1Br)NC(=O)CO2 (stereo unspecified),-5,/,1
COc1cc(-c2nc3ccc(NS(=O)(=O)c4ccoc4)cn3n2)cc(OC)c1OC,1,-4,3
Cc1ncc(C(=O)Nc2ccc3c(c2)CCC(=O)N3)[nH]1,-25,/,9
O=C(Cn1nc(-c2cccs2)c2sc(N3CCCCC3)nc2c1=O)Nc1ccccc1F,-11,-9,-1
Oc1oc(-c2ccc(Cl)cc2)nc1C=Nc1ccc(Br)cc1,-5,/,-3
COCCN(CC(=O)Nc1cc(C(C)(C)C)nn1-c1ccc(C)cc1C)C(=O)Nc1cccc(Cl)c1Cl,0,0,-2
O=C(CNC(=O)/C=C/c1ccccc1)N=Nc1c(O)[nH]c2ccccc12,2,3,-16
Cc1ccc2nc(COC(=O)Cn3cc(C(F)(F)F)ccc3=O)cc(=O)n2c1,-1,-3,0
CC(C)(C)c1ccccc1OCC(=O)N1CCN(c2nccs2)CC1,1,-5,-1
CCCN(CCO)C(=O)CCn1c(C)cc(C)nc1=O,-1,-11,-6
COc1ccc(CCNC(=O)c2cnn3ccn(C)c23)cc1OC,-8,-16,23
O=C(CC(NCCN1CCOCC1)C(=O)O)Nc1ccc2ccccc2c1 (stereo unspecified),-6,-10,0
COCc1ccc(CN2CCCC(C(=O)Nc3cccc(-c4cc5ccccc5[nH]4)c3)C2)o1 (stereo unspecified),-5,/,3
CCn1c(CCC(=O)NC(c2ccccc2)C2CC2)nc2cc(S(=O)(=O)N3CCOCC3)ccc21 (stereo unspecified),-13,-5,11
CCCc1ncncc1C(=O)N1CCCC2(CC1)CN(C)C(=O)O2 (stereo unspecified),1,/,-3
CCC1SC(c2ccc(C(C)(C)C)cc2)N(CCN2CCN(C(=O)NC(C)C)CC2)C1=O (stereo unspecified),-5,-8,13
Cc1ccc(-c2nc3n(c2CNC(=O)c2cccnc2)CCS3)cc1,-8,/,13
O=C(CC(=O)N1CC2Cc3cccc(=O)n3C(C2)C1)c1ccccc1 (stereo unspecified),1,/,-5
Cc1cccc(CN2CCCC3(CCN(C(=O)c4cc(C(C)C)no4)C3)C2)c1 (stereo unspecified),-11,-10,/
CCc1ccc(C(=O)Nc2ccc(N3CCN(C(=O)OC(C)(C)C)CC3)cn2)cc1,-1,/,3
Cc1nc(NCC2COc3ccccc3C2)cc2nncn12 (stereo unspecified),-10,/,12
O=C(O)c1coc(CN(Cc2cccc(Cl)c2)Cc2ccc3c(c2)OCO3)n1,3,2,-6
O=C(c1cccc2ccccc12)N1CCN(C2c3ccccc3CCc3ccccc32)CC1,-4,-6,28
COc1cc(CSc2nc(=O)n3ccccc3n2)cc(OC)c1,-2,-2,6
O=C(c1cc(F)ccc1Cl)N1CCN(c2nccc(-c3ccc(Oc4ccccc4)cc3)n2)CC1,-1,-7,11

# Screens from PubChem BioAssay.
